High-throughput results: PubChem, several laboratories
RGS4-Gao reg = modulators of RGS4 binding to Galphao, primary screen, biochemical, multiplexed bead flow cytometry; Guanine nucleotide-binding protein G(o) subunit alpha (Homo sapiens), P09471; actives lie on both sides; binding response (% of control), % at 10 µM; actives 0.33% (n = 220,000); AID 1415, 2008; in the data active = binding response below about 49% or above about 150%; inactive = in between;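 also: fluorescent Galphao activated with aluminum fluoride binding bead-coupled RGS4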
RGS7-Gao = RGS7-Galphao binding modulators, primary screen, biochemical, multiplexed bead flow cytometry | actives lie on both sides | actives 0.35% (n = 220,000) | binding response (% of control), % at 10 µM | Guanine nucleotide-binding protein G(o) subunit alpha (Homo sapiens), P09471 | AID 1439, 2008; in the data active = binding response below about 49% or above about 150%; inconclusive = no clear call, values can overlap the other calls; inactive = in between;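 also: fluorescent Galphao held in activated GDP-AlF4 state binding bead-coupled RGS7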
Bim-Bcl-W = inhibitors of Bim binding to Bcl-W, primary screen, biochemical, multiplexed, bead-based flow cytometry; Bim peptide-Bcl-W binding; actives 0.02% (n = 190,000); inhibition, % at 10 µM; Bcl-2-like protein 2 (Homo sapiens), Q92843;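 also: 0% = bound tracer without compound and 100% = peptide blocker; higher means less fluorescent Bim peptide bound to Bcl-W beads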
Target sequence (Q92843 whole entry, looked up): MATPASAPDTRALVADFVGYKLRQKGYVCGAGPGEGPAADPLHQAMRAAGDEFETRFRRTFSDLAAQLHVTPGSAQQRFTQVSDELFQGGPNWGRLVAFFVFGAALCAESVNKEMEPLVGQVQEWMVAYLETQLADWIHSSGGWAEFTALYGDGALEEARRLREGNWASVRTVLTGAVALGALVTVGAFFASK
RGS8-Gao = RGS8-Galphao binding modulators, primary screen, biochemical, multiplexed bead flow cytometry; actives 0.34% (n = 220,000); Guanine nucleotide-binding protein G(o) subunit alpha (Homo sapiens), P09471; AID 1423, 2008; actives lie on both sides; response (percent of control binding), % at 10 µM; in the data active = response below about 60% or above about 140%; inactive = in between;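 also: Galphao activated as the GDP aluminium fluoride complex binding bead-coupled RGS8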
Mcl1 Bid PPI = Mcl-1/Bid binding inhibitors, primary screen, biochemical, TR-FRET, 1536-well; Induced myeloid leukemia cell differentiation protein Mcl-1 (Homo sapiens), Q07820; TR-FRET Mcl-1/Bid-Dy647 peptide binding; inhibition, % at 21.7 µM; actives 0.97% (n = 220,000); AID 1021, 2008;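 active = compounds that cut the binding signal by more than half at the single screening dose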;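 also: His-tagged Mcl-1 with europium anti-His antibody binding Bid BH3 peptide; 0% = Mcl-1 plus peptide wells and 100% = peptide-only wells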
Bcl-B Bim block = inhibitors of Bim-Bcl-B binding, primary screen, biochemical, multiplexed, human Bcl-2 family; Bcl-2-like protein 10 (Homo sapiens), Q9HD36; bead-based flow cytometry, Bim peptide-Bcl-B binding; inhibition, % at 10 µM; actives 0.073% (n = 190,000);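 also: 0% = tracer peptide without compound and 100% = reference inhibitor peptide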
Target sequence (Q9HD36 whole entry, looked up): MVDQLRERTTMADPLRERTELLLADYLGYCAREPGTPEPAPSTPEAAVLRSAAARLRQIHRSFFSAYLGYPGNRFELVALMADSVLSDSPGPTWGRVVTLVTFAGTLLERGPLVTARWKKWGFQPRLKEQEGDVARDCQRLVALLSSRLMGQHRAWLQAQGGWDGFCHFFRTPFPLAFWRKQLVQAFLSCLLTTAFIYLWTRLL
Bim-Bfl-1 = inhibitors of Bim binding to Bfl-1, primary screen, biochemical, multiplexed, bead-based flow cytometry; AID 1008, 2008; actives 0.12% (n = 190,000); inhibition, % at 10 µM; Bim-Bfl-1 binding inhibition;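 also: 0% = wells without compound plus tracer and 100% = blocker peptide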
Bcl-2 Bim block = inhibitors of Bim-Bcl-2 binding, primary screen, biochemical, multiplexed, human Bcl-2 family; Bead-based flow cytometry, Bim peptide-Bcl-2 binding; actives 0.06% (n = 190,000); Apoptosis regulator Bcl-2 (Homo sapiens), P10415; inhibition, % at 10 µM; AID 950, 2007; in the data active = inhibition above about 40%; inconclusive = no clear call, values can overlap the other calls;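 also: 0% = no compound wells with probe peptide and 100% = reference peptide inhibitor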
Target sequence (P10415 whole entry, looked up): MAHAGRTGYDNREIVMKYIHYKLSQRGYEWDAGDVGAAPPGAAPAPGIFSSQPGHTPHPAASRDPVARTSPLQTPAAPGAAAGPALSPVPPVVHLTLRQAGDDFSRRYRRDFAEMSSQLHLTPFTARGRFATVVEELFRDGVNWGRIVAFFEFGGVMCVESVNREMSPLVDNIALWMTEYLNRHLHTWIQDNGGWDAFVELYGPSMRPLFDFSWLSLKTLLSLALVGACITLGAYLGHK
Mcl1 Noxa PPI = Mcl-1/Noxa binding inhibitors, primary screen, biochemical, TR-FRET, 1536-well; Induced myeloid leukemia cell differentiation protein Mcl-1 (Homo sapiens), Q07820; actives 1.5% (n = 220,000); TR-FRET Mcl-1/Noxa peptide binding, 2 h; AID 1022, 2008; inhibition, % at 21.7 µM;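 active = compounds that cut the protein-peptide binding signal by more than 50% relative to plate controls in a single-dose test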;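 also: His-tagged Mcl-1 with rhodamine Noxa BH3 peptide and terbium anti-His antibody; 0% = Mcl-1 plus Noxa peptide wells and 100% = peptide-only wells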
Bim-Mcl-1 = inhibitors of Bim peptide binding to Mcl-1, primary screen, biochemical, bead-based flow cytometry, multiplex. inhibition, % at 10 µM. Bim peptide-Mcl-1 binding. AID 1009, 2008. actives 0.1% (n = 190,000). Induced myeloid leukemia cell differentiation protein Mcl-1 (Homo sapiens), Q07820;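 also: 0% = no compound tracer wells and 100% = peptide blocker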
Bcl-XL Bim block = inhibitors of Bim-Bcl-XL binding, primary screen, biochemical, multiplexed, bead flow cytometry, human Bcl-XL. Bcl-2-like protein 1 (Homo sapiens), Q07817. actives 0.04% (n = 190,000). inhibition, % at 10 µM. AID 1007, 2008. Bim peptide-Bcl-XL binding, fluorescence
Target sequence (Q07817 whole entry, looked up): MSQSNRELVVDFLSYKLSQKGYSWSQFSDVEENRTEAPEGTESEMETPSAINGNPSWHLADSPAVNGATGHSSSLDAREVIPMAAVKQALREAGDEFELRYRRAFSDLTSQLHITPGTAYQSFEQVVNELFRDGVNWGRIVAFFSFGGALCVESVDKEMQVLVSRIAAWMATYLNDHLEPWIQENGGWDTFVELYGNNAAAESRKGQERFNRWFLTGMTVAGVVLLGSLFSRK
* marks the source's active call; other numbers are inactive results; ? = inconclusive; . = no result given. Rule as the data show it, unless noted: active = inhibition above about 40%.

Values in the order – RGS4-Gao reg	RGS7-Gao	Bim-Bcl-W	RGS8-Gao	Mcl1 Bid PPI	Bcl-B Bim block	Bim-Bfl-1	Bcl-2 Bim block	Mcl1 Noxa PPI	Bim-Mcl-1	Bcl-XL Bim block
1	O=C(O)C1C2C=CC(C2)C1C(=O)Nc1cccc(C(=O)N2CCCCC2)c1 (centres undefined)
 : 105	101	-1	104	-29	0	-2	0	10	-2	0
2	O=C(CC1NCCNC1=O)Nc1ccc2c(c1)OCO2 (centres undefined)
 : 99	100	-1	99	-28	-9	-14	-9	6	-4	-8
3	O=C(NC1CCCCC1)c1ccccc1NC(=O)C1CC(=O)N(c2ccc(Cl)cc2)C1 (centres undefined)
 : 99	98	-1	102	2	-6	-2	-5	10	-1	-2
4	O=C(CSc1ccc2nnc(-c3ccccc3)n2n1)NCC1CCCO1 (centres undefined)
 : 100	98	-3	102	-2	-9	-4	-2	-8	-4	-5
5	COc1ccc(C(=O)Nc2ccncc2)c(OC)c1
 : 101	100	-3	104	-12	-5	-8	-4	10	0	0
6	COc1ccccc1C/C(N)=N/OC(=O)c1cccs1
 : 99	?	3	99	-9	0	-2	-1	5	1	0
7	C/C(=N\NC(=O)Cn1c(-c2ccccn2)nc2ccccc21)c1cccc(O)c1
 : 102	105	-3	101	-9	-4	-5	-1	-12	0	-2
8	COC(=O)Cc1[nH]c(Cl)nc1C(N)=O
 : 96	?	.	99	-17	.	.	.	6	.	.
9	COc1cccc(NC(=O)[C@@H]2CCCN2C(=O)C2CCN(S(=O)(=O)c3ccc(C)cc3)CC2)c1
 : 101	99	4	101	-2	-3	-3	2	-26	3	-2
10	O=C(CN1C(=O)c2ccccc2C1=O)Nc1sc2c(c1C(=O)NCc1ccco1)CCCC2
 : 98	97	-1	102	-17	-1	0	-3	18	-2	0
11	CC(C)(C)c1nc(C(C)(C)C)c(Br)c(=O)[nH]1
 : 101	99	0	103	1	-4	-1	-1	-10	25	0
12	CC1CN/C(=C\C(=O)c2ccc(Cl)cc2)C(=O)N1 (centres undefined)
 : 101	100	-3	103	-23	-7	0	-3	6	-3	-6
13	Cc1ccc2nsnc2c1NC(=O)c1cncc(Br)c1
 : 103	101	0	104	-18	-17	4	-3	22	-1	-5
14	CN(C1CCCC1)C1CCN(C(=O)CNC(=O)/C=C/c2ccccc2)CC1
 : 102	100	-2	97	9	-7	-1	-1	4	-3	-5
15	N#Cc1nc(COc2ccc(F)cc2)oc1N1CCN(Cc2ccccc2)CC1
 : 101	99	-2	101	77*	-8	-9	-10	3	1	-11
16	O=C(CCn1c(=S)[nH]c2ccccc2c1=O)NCCCN1CCCC1=O
 : 100	98	0	96	-50	-2	-4	-4	-2	0	-1
17	Cc1c(NC(=O)c2cc(-c3ccco3)on2)c(=O)n(-c2ccccc2)n1C
 : 95	94	-1	99	-8	-1	0	1	2	0	0
18	C/C(Cn1cnc([N+](=O)[O-])n1)=N/NC(=O)COc1c(Cl)cc(Cl)cc1Cl
 : 96	100	-2	78	-17	-7	-3	-2	5	-3	-6
19	CCCCOc1ccc(C(=O)NCC2(c3ccccc3)CCOCC2)cc1
 : 100	96	0	102	8	0	0	0	7	0	0
20	COCCN(C(=S)Nc1cccc(C)c1)C(C)c1cccs1 (centres undefined)
 : 102	101	-6	100	-37	-11	-15	-7	8	-3	-5
21	Cn1c(NC(=O)/C=C/c2ccccc2)cc(=O)n(C)c1=O
 : 99	97	-6	99	-22	-4	-6	-7	4	-3	-6
22	CCOC(=O)c1ccc(Oc2cc(C)nc(Cl)n2)cc1
 : 93	?	.	100	-25	.	.	.	-13	.	.
23	O=C(Cc1sc(-c2ccccc2Cl)nc1-c1ccccc1)Nc1ccccc1
 : 103	96	8	103	84*	3	-3	3	-29	6	-3
24	C=CCn1c(SCC(=O)Nc2cccnc2Cl)nnc1-c1ccc(C(C)(C)C)cc1
 : 100	99	0	104	-18	-7	-17	-4	11	-3	-2
25	Cc1ccc(COc2ccc(C(=O)NN)cc2)cc1
 : 100	96	4	96	67*	-3	3	-4	13	-4	0
26	CCOc1ccccc1NC(=O)C(=O)N/N=C/c1ccc([N+](=O)[O-])cc1
 : 104	?	-2	104	-4	-4	-9	-4	-4	-1	-3
27	CN1c2ccccc2C(C)(C)C12CC(c1cccc(S(=O)(=O)N3CCCC3)c1)=NO2 (centres undefined)
 : 106	106	-1	105	-27	-5	-4	-4	-178	2	-4
28	CCN1CCc2c(sc(N)c2C#N)C1
 : 100	95	10	100	-13	14	-5	-1	44	1	6
29	CCn1c(/C=C/c2ccccc2)nc2ccccc21
 : 92	94	2	99	1	1	0	1	23	3	1
30	CCN(CC)S(=O)(=O)c1ccc(NS(=O)(=O)c2ccc(OC)c([N+](=O)[O-])c2)cc1
 : 100	102	0	109	4	0	0	-2	14	0	-2
31	COC(=O)C1C(=O)C2=C(CC1C)NC(C)=C(C(=O)OC1CCCC1)C2c1ccc(N(C)C)cc1 (centres undefined)
 : 101	97	6	99	-19	-2	0	8	-77	3	-1
32	O=C(C1CCCO1)N1CCN(C(=S)Nc2ccc(F)cc2)CC1 (centres undefined)
 : 101	95	-2	82	-68	-4	-2	-6	-2	-4	-3
33	CCOC(=O)C1=NN(C(=O)c2ccc(OC)cc2)C(O)(c2ccc(Cl)cc2)C1 (centres undefined)
 : 101	101	-3	100	-42	-1	-1	-2	-50	0	-3
34	CCc1nccn1CCC(=O)N1CCc2c([nH]c3ccccc23)C1CC(C)C (centres undefined)
 : 97	?	.	101	-107	.	.	.	4	.	.
35	C=CCN(Cc1nc(-c2cc(OC)c3c(c2)OCO3)oc1C)C1CCS(=O)(=O)C1 (centres undefined)
 : 101	102	-3	101	-40	-5	-8	-2	-4	-1	-2
36	C=C(C)C1Cc2c(C)nn(-c3ccccc3)c2C1 (centres undefined)
 : 119	109	3	107	-28	1	0	-2	-4	4	2
37	C/C(=N\Nc1ccc(F)cc1F)c1ccc(F)cc1
 : 97	99	0	100	-39	-2	3	1	16	0	0
38	Cc1cc(C)cc(OCC(=O)NCC2CCCO2)c1 (centres undefined)
 : 106	102	-2	101	-16	-2	-4	-3	-6	1	-3
39	CCOC(=O)CN1C(=O)S/C(=C/C=C/c2ccc(N(C)C)cc2)C1=O
 : 101	102	-2	99	-9	-23	-12	-6	9	-2	-5
40	Cc1cc(C)c(C#N)c(N2CCCC2)n1
 : 99	94	3	99	6	-4	-5	1	1	1	1
41	CSc1nsc(SC)c1NC(=O)Nc1ccccn1
 : 102	98	0	97	-19	-5	1	-3	16	-3	-4
42	COc1ccc(NC(=O)CC2C(=O)N(c3ccccc3)C(=O)N2CCc2cccs2)cc1 (centres undefined)
 : 97	96	-1	97	-4	1	-4	-1	-3	-1	-1
43	COc1ccccc1CN1C(=O)CN(C2CCCCCC2)C(=O)C1c1ccc(F)cc1 (centres undefined)
 : 88	94	-4	96	-12	0	-2	-4	-27	-1	-1
44	Cc1ccc(-n2nc3cc(C)c(NC(=O)c4cccnc4)cc3n2)cc1
 : 105	103	-1	107	-2	2	0	3	-72	-3	-3
45	O=C(CN1CCN(CC(=O)Nc2ccccc2Cl)CC1)Nc1ccc2c(c1)OCCO2
 : 85	85	2	89	-15	-2	-9	-5	10	-1	-5
46	CCOC(=O)c1c(C)[nH]c(C(=O)CN2C(=O)NC(CC)(c3ccccc3)C2=O)c1C (centres undefined)
 : 97	101	-2	94	-5	-4	-5	-3	6	-5	-3
47	Cc1cccc(C(=O)N[C@H](C(=O)Nc2cccc(S(=O)(=O)N3CCCC3)c2)C(C)C)c1
 : 109	?	.	103	-26	.	.	.	11	.	.
48	CCOC(=O)c1cc(S(=O)(=O)N2CCN(C(=O)OCC)CC2)cn1C
 : 104	105	0	105	4	0	-2	-2	6	0	2
49	O=[N+]([O-])c1ccc(-c2csc(Nc3ccccc3)[n+]2Cc2ccccc2)cc1
 : 102	105	0	102	-7	-5	2	3	3	0	1
50	O=C(Cc1ccc(F)cc1)Nc1nnc(SCC(=O)NC2CCCC2)s1
 : 100	97	-1	103	72*	-1	-5	0	1	0	-1
51	COc1ccc(CN(CCN(C)C)Cc2ccccc2)c(OC)c1
 : 94	94	-3	100	42	0	-1	-2	35	0	-5

Compound profiles (already shown):
COc1ccc(CN(CCN(C)C)Cc2ccccc2)c(OC)c1 is listed with RGS4-Gao reg: 94; RGS7-Gao: 94; Bim-Bcl-W: -3; RGS8-Gao: 100; Mcl1 Bid PPI: 42; Bcl-B Bim block: 0; Bim-Bfl-1: -1; Bcl-2 Bim block: -2; Mcl1 Noxa PPI: 35; Bim-Mcl-1: 0; Bcl-XL Bim block: -5
Cc1cccc(C(=O)N[C@H](C(=O)Nc2cccc(S(=O)(=O)N3CCCC3)c2)C(C)C)c1 is listed with RGS4-Gao reg: 109; RGS7-Gao: ?; Bim-Bcl-W: .; RGS8-Gao: 103; Mcl1 Bid PPI: -26; Bcl-B Bim block: .; Bim-Bfl-1: .; Bcl-2 Bim block: .; Mcl1 Noxa PPI: 11; Bim-Mcl-1: .; Bcl-XL Bim block: .
